Screening data (PubChem)
proCasp3 act: activates human procaspase-3 | P42574 | recombinant procaspase-3 D3A, Ac-DEVD-pNA absorbance 405 nm | activation, % at 8.5 µM | 0.11% of 330,000 active | AID 463141;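 active means activation above the mean of all tested compounds plus 3 SD, cut at about 21% in these data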;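 further: 0% = DMSO alone and 100% = DMSO wells spiked with extra 5 µM PC-3 D3A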
Target sequence (P42574 whole entry D9A/D28A/D175A): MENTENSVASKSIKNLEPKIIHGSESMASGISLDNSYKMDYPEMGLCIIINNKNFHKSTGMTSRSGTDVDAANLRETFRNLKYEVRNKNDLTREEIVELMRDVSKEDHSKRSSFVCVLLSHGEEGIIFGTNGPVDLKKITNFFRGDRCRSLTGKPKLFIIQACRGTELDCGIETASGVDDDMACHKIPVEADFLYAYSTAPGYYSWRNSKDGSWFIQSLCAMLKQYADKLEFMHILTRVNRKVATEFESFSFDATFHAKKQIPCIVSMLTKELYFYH
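Assay system: Autoprocessing-dead procaspase-3 D3A mutant enzyme; also added: Ac-DEVD-pNA; doses: one concentration, 8.5 µM nominal, 0.8% DMSO; times: 1 h compound preincubation, 2 h substrate hydrolysis at 25 °C; technique: 405 nm absorbance of p-nitroaniline, reads at 0 and 120 min; measure: % activation between DMSO and enzyme-spiked controls; repeats: single replicate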
TPT1 inh: blocks Candida albicans tRNA 2'-phosphotransferase; recombinant caTPT1, FP RNA substrate dephosphorylation; inhibition, % at 5 µM; AID 1962; 0.81% of 300,000 active;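 active means inhibition above the mean of all tested compounds plus 3 SD, set per screening campaign, cut at about 24% in these data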;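 further: plate controls were DMSO alone for no effect and ferristatin control at 100 nM for full effect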
Efflux pump mplx: inhibitors of Candida antifungal efflux pumps expressed in yeast. inhibition, % at 10 µM. 0.44% of 330,000 active. AID 485275. S. cerevisiae Candida pump triplex, Nile Red efflux;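 active means plate passing quality check with inhibition over a set limit, or well fluorescence over plate mean plus 4 SD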;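 further: Nile Red retained in pooled yeast measured as flow cytometry median fluorescence; 0% = buffer negative control and 100% = Enniatin B positive control; higher means more Nile Red kept so more efflux inhibition; some compounds called inactive have numbers as strong as hits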
HCV core dimer: HCV core protein dimerization inhibition; TR-FRET GST/Flag-core106 dimerization, 1536-well; 0.33% of 300,000 active; inhibition, % at 5 µM; AID 1899;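 active means inhibition above the mean of all tested compounds plus 3 SD, set per screening campaign, cut at about 45% in these data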
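test system = GST/Flag-tagged HCV core106 proteins | probe or stimulus = Eu donor and XL665 acceptor anti-tag antibodies | times = compound-protein-antibody incubation 4 h at 22.5 °C | signal = TR-FRET, excitation 340 nm, emission 617 and 671 nm | measure = percent inhibition of core106 dimerization signal | controls = wells lacking GST-core106 and wells with excess unlabelled core106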
JMJD2C inh: human JMJD2C demethylase inhibition; 0.069% of 330,000 active; GST-JMJD2C(1-420) H3K9me3 demethylation, DELFIA europium; inhibition, % at 2.35 µM;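 active means more than half of a compound's replicate wells show inhibition beyond 50%, single wells judged on their own value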;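 further: signal counts dimethyl H3K9 product captured on neutravidin plate; 0% = median of DMSO wells and 100% = 0.3 times that DMSO median; strong numbers were not always called active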
PP1 inh: counter-screen for PP5 inhibitors: inhibitors of human PP1-alpha; P62136; purified PP1alpha, OMFP fluorescence; inhibition, % at 6.7 µM; 0.9% of 320,000 active;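 active means inhibition above the mean inhibition of all tested compounds plus 3 SD, computed separately for each screening campaign, cut at about 15% in these data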
Target sequence (P62136 whole entry, looked up): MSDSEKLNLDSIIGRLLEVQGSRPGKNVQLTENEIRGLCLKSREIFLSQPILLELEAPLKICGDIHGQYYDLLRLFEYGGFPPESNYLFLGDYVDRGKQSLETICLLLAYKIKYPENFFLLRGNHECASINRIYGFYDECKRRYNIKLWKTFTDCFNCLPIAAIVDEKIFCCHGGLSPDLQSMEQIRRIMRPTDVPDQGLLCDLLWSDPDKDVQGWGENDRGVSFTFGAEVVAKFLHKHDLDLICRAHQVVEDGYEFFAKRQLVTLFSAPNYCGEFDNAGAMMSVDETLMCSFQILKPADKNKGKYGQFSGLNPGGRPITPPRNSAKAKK
CTSL1 counter: cathepsin L1 inhibition, PFM18AAP counter-screen. recombinant F. hepatica cathepsin L1, Z-Leu-Arg-MCA fluorescence. inhibition, % at 5.96 µM. 0.49% of 300,000 active;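 active means inhibition above the mean of all tested compounds plus 3 SD, set per screening campaign, cut at about 17% in these data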;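 further: 0% = plate median of test compound wells and 100% = 1 µM Z-Phe-Ala-diazomethylketone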
PP5 primary: blocks human protein phosphatase 5 activity | P53041 | purified PP5c, OMFP substrate fluorescence | inhibition, % at 6.7 µM | 0.18% of 320,000 active | AID 1987;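 active means inhibition above the campaign's mean inhibition across all tested compounds plus 3 SD, cut at about 9.5% in these data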;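 further: 0% = DMSO only and 100% = 100 µM cantharidin control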
proCasp7 act: counter-screen for procaspase-3 activators: activators of human procaspase-7; P55210; activation, % at 8.5 µM; recombinant procaspase-7, Ac-DEVD-pNA absorbance 405 nm; D23A/D198A/D206A triple mutant, cannot self-cleave; scale: DMSO 0, 5 µM enzyme 100; 0.093% of 330,000 active; AID 463210;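 active means percent activation above the screen-wide mean plus 3 SD, cut at about 25% in these data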
Target sequence (P55210 whole entry D23A/D198A/D206A): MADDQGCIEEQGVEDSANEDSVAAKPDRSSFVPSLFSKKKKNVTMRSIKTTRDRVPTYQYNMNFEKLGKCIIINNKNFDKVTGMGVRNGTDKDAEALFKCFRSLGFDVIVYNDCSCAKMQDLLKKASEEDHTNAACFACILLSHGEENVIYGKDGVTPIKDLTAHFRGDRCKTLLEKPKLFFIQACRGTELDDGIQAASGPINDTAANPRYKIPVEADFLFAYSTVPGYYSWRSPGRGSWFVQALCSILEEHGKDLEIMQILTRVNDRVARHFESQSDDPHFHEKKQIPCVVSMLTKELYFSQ
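Assay system – Uncleavable procaspase-7 mutant enzyme · Quantity – 2 µM procaspase-7 mutant as dispensed · Times – 1 h preincubation, 2 h reaction · Dosing – single nominal 8.5 µM compound dose, 0.8% DMSO final · Buffer or medium – Zinc-free 50 mM HEPES buffer, pH 7.4, with NaCl and Triton X-100 · Detection – Epi-absorbance of released pNA at 405 nm, two timepoints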
Active calls of the source: *; i = inactive; x = not tested or not shown; & = joins results of further samples.

No.	SMILES	proCasp3 act	TPT1 inh	Efflux pump mplx	HCV core dimer	JMJD2C inh	PP1 inh	CTSL1 counter	PP5 primary	proCasp7 act
1	CSc1ccccc1C(=O)NC1CCCCCC1	-4	-4	0.0	-3	0	-4	-7	3.3	-2
2	CCOC(=O)C1(Cc2ccc(OC)cc2)CCN(C(=O)CCn2ccc(C)n2)CC1	8	-4	0.0	-5	-25	-1	2	-0.1	2
3	Cc1cnc(NC(=O)COc2ccc3c(c2)CCC3)s1	8	0	0.4	-7	-10	-14	4	2.7	4
4	CC(=O)Nc1ccc(S(=O)(=O)NNc2cccc(C)c2)cc1	-16	-5	-0.2	-2	-17	1	-4	0.2	-33
5	C/C(=N/NC(=O)c1nnn(-c2nonc2N)c1-c1ccccc1)c1ccncc1	4	2	0.1	0	-13	0	-1	4.1	5
6	CC(C)c1nc(Cl)c(C#N)c2c1CCC2	9	-3	0.0	-1	0	-4	-3	1.0	4
7	Cc1sc2nc(SCC(N)=O)n(C)c(=O)c2c1C	3	-1	0.1	0	-4	-3	0	3.5	9
8	COc1cc(/C=C/C(=O)OCC(=O)Nc2cc(C)c(C)cc2[N+](=O)[O-])ccc1O	-1	0	0.0	6	-3	-4	0	3.3	-2
9	COc1ccc2[nH]c(C(=O)N3CCN(c4ccccc4F)CC3)c(C)c2c1	-5	2	-0.1	1	-16	1	0	2.6	-6
10	CCN(CC)CCCN1CC(=O)N2[C@@H](Cc3c([nH]c4ccccc34)C2(C)C)C1=O	6	0	0.1	-1	i	5	0	2.0	9
11	Cc1nn(C)c(C(=O)N/N=C/c2cccc(Oc3ccccc3)c2)c1Br	9	1	-0.1	3	-27	6	3	7.3	11
12	COCc1cc(C)n(CC(=O)Nc2ccccc2C(=O)OC)c(=O)c1C#N	1	0	0.1	0	-11	-3	3	2.1	1
13	Cc1ccc(CCNC(=O)C2CCCN(c3ncnc4c3nc3n4CCCCC3)C2)cc1 (stereo not given)	0	1	0.0	1	5	-3	-1	1.0	8
14	COCCNC(=O)Cn1nc(-c2ccc(C)cc2)c2ccccc2c1=O	1	-2	-0.2	-14	-1	0	-2	1.6	-2
15	CCOC(=O)C1CCN(C(=O)COC(=O)/C=C/c2ccc([N+](=O)[O-])cc2)CC1	1	x	0.3	x	0	x	x	x	4
16	CC1(C)Nc2ccccc2N(CCC(=O)N2CCOCC2)C1=O	0	0	0.0	-4	0	-1	3	3.1	2
17	N/C(=N\N=C\c1ccc(Br)o1)c1nonc1N	-4	1	0.0	1	4	0	4	2.0	9
18	CCCCCOC(=O)Cn1c(SCC(=O)Nc2ccccc2)nc2c1c(=O)[nH]c(=O)n2C	-3	1	0.1	6	25	1	1	2.8	6
19	CCOc1cc(C)c(Cl)cc1S(=O)(=O)NCC1CCCO1 (stereo not given)	-1	-2	-0.1	-3	2	-1	-1	0.9	6
20	COc1ccc(C(=O)NCCc2nnc3ccc(SCC(=O)N4CCCC4)nn23)cc1	9	0	-0.1	-9	0	4	0	0.0	2
21	Clc1ccc(CSC2=NCCCN2)cc1Cl	-2	-2	0.2	-11	27	-2	7	1.0	4
22	COC(=O)[C@H](C)[C@H]1C[C@]1(C)[C@H](NC(=O)OCc1ccccc1)c1ccccc1	0	0	-0.1	4	6	4	1	3.7	-4
23	Cc1ccc(C(=O)COC(=O)c2ccc(Cl)c(N)c2)s1	4	x	-0.2	x	-6	-6	x	-0.8	5
24	O=C(O)c1ccc2ncc(NC(=O)c3ccc(F)cc3)c(=O)n2c1	-7	0	0.1	1	-8	1	5	-2.4	-6
25	COC(=O)c1ccc(CNC(=O)c2sccc2-c2ccccc2)cc1	1	-1	0.2	1	-3	-3	-2	4.2	-4
26	Oc1[nH]c2ccccc2c1OCc1ccncc1	-2	5	0.1	-1	-9	0	-1	3.9	11
27	c1cncc(-c2cccnc2)c1	-4	-6	0.0	-8	-23	-1	0	-1.6	-4
28	COCc1ccc(-c2c(-c3ccc(OC)cc3)oc(=O)c3cc(OC)c(OC)cc23)cc1	7	x	0.3	x	0	x	x	x	2
29	O=P(Cc1cc[n+]([O-])cc1)(c1ccccc1)c1ccccc1	3	-10	-0.2	-5	-7	-1	-1	0.4	0
30	CN(Cc1ccccc1)C(=O)COC(=O)c1ccc(Br)o1	3	x	-0.1	x	-1	x	x	x	0
31	O=C(NCCOc1ccccc1Cl)C(=O)c1c[nH]c2ccccc12	4	5	0.1	0	-3	-5	-2	1.5	15
32	COc1ccccc1CNC(=O)C1CCC(CNS(=O)(=O)c2cccc3cccnc23)CC1 (stereo not given)	6	4	0.1	0	2	0	1	-1.2	8
33	CCOC(=O)c1ccc(N2C(=O)CC(NC3CCN(C(=O)c4cccc(Cl)c4)CC3)C2=O)cc1 (stereo not given)	-13	1	0.2	-2	10	-1	-6	1.3	-2
34	C/C(=N\Nc1ccccn1)c1ccc(Br)s1	-3	-2	0.1	-4	5	-2	0	2.3	3
35	Cc1ccccc1NC(=O)CCS(=O)(=O)c1ccc(Br)s1	-5	0	-0.3	-3	0	-1	4	2.0	0
36	COC(=O)c1cccc(NC(=O)c2ccc3c(c2)C(=O)N(C(C)(C)C)C3=O)c1	8	0	0.0	1	5	0	2	0.7	-1
37	Cn1c(Cn2c(=O)sc3ccccc32)nnc1SCC(=O)NCc1ccc(F)cc1	-14	-1	-0.3	-2	-7	-4	4	-0.7	3
38	COc1cccc(-c2nc(CS(=O)(=O)CC(=O)NCCCN3CCN(C)CC3)c(C)o2)c1	3	-2	0.1	9	-26	-2	4	0.7	3
39	O=c1c(Cc2ccc(F)cc2)c(O)ccn1C1CC1	-2	-3	-0.1	-9	-3	-3	-2	2.6	3
40	CCCc1nc(NCC2CCCO2)c2nnn(Cc3ccccc3)c2n1 (stereo not given)	5	1	0.1	0	0	-5	2	2.8	3
41	COc1ccc(C(=O)NCc2nnc(SCC(=O)Nc3cc(Cl)ccc3OC)o2)cc1	-1	4	0.1	-3	-5	-4	-4	1.2	-3
42	COc1ccccc1N1CCN(C(=O)c2ccc3nc(-c4ccco4)c(-c4ccco4)nc3c2)CC1	-17	-1	-0.1	25	9&-3	4	8	6.2	-22
43	Cc1nc(=O)c(-c2ccccc2)c(C)n1-c1ccc(O)cc1	-4	0	0.0	1	0	-5	1	-1.4	9
44	CCn1cc(C(=O)NCCN(C)C)c(=O)c2cc(F)c(N3CCN(C)CC3)cc21	3	-2	-0.1	5	4	-3	-1	0.7	6
45	CCC[C@H]1COCCS(=O)(=O)N1Cc1ccccc1	-5	1	0.4	-17	-5	-3	-1	-3.3	1
46	O=c1oc(/C=C/c2ccccc2)nc2sc3c(c12)CCC3	6	2	0.0	-2	-6	0	-1	-1.5	8
47	CC(C)CC(N)c1cn([C@@H](CCC(=O)O)C(=O)N2CCNCC2)nn1 (stereo not given in full)	4	0	x	-17	-7	1	-4	3.1	2
48	CC(C)C[C@H](NC(=O)c1nc[nH]c1C(=O)N[C@@H](CC(C)C)C(=O)OC(C)(C)C)C(=O)OC(C)(C)C	10	0	0.2	2	-49	4	14	10*	0
49	CCN(CC)C(=O)c1ccc(-c2nnc(Nc3ccc(O)cc3)c3ccccc23)cc1	4	1	0.0	11	2	1	-2	1.3	-2
50	Nc1nc(N)c2nc(CNc3ccc(C(=O)NC(CCC(=O)O)C(=O)O)cc3)cnc2n1 (stereo not given)	-4	-3	-0.1	13	4	1	5	-2.1	-7
51	O=C(CCS(=O)(=O)c1ccc(Br)cc1)Nc1ccccn1	-2	4	0.1	0	-8	-1	-3	-0.8	4
52	CCOC(=O)c1c(C)n(C)c2cc(Br)c(C(=O)OC)cc12	1	-4	-0.1	-6	3	0	-2	1.2	2
53	Cn1c(=O)c2c(nc(SCC(=O)NC3CCCC3)n2C)n(C)c1=O	-9	3	0.2	-11	-7	-3	-8	-3.5	-13
54	CCOC(=O)c1nnn(-c2nonc2N)c1CN(C)Cc1ccccc1	-4	-2	-0.1	3	-12	-3	4	-0.3	6
55	CCCOc1ccc(/C=C/C(=O)Nc2ccc([N+](=O)[O-])cc2C)cc1	3	1	-0.1	0	-4	-5	-2	-0.8	-3
56	Cn1c(N)c(C(=O)COC(=O)COc2ccc(Cl)cc2)c(=O)n(C)c1=O	-4	x	0.0	x	4	0	x	1.0	0

(cont.)
No.	SMILES	proCasp3 act	TPT1 inh	Efflux pump mplx	HCV core dimer	JMJD2C inh	PP1 inh	CTSL1 counter	PP5 primary	proCasp7 act
57	Cc1ccc(S(=O)(=O)N(C)CC(=O)NNC(=O)Cc2cccc(F)c2)cc1	-1	x	0.0	x	14	-3	x	1.3	10
58	O=C(O)COCc1nc2ccccc2s1	-15	-1	0.1	-1	-6	-3	-1	1.7	-8
59	Clc1ccc(-c2c[n+]3c(n2-c2ccccc2)SCC3)cc1	3	3	0.2	-3	37	0	-4	-1.4	8
60	CC1(OC(=O)c2ccc(Cl)nc2)C(=O)C=C2C=C(C3CC3)OC=C2C1=O (stereo not given)	4	-13	0.0	33	2	-3	-3	0.2	-2
61	CCCNC(=O)c1onc(CSc2ccc(Cl)cc2)c1C(=O)NCCC(C)C	0	-1	0.0	-4	10	0	1	1.7	2
62	Nc1cc(C2CCCC2)nn1-c1ccccc1	0	0	-0.2	-2	-59	3	0	-0.3	1
63	Cc1nonc1NC(=O)CSc1nnc(-c2ccoc2C)n1-c1cccc(Cl)c1	1	-2	-0.1	8	-16	-4	2	-0.8	10
64	CN(C)S(=O)(=O)N1CCC(Oc2cccc(C(=O)NCCC3=CCCCC3)c2)CC1	2	-1	-0.1	7	-14	2	2	4.1	-4
65	O=C(c1ccccc1Cl)N1CCN(c2ccccn2)CC1	-4	-1	-0.2	-5	-11	4	2	-0.4	2
66	CCN(CC)S(=O)(=O)c1ccc(NS(=O)(=O)c2ccc(OC)c([N+](=O)[O-])c2)cc1	3	2	-0.4	-8	2	2	-4	4.2	-11
67	Cc1ccccc1OCC(=O)N/N=C/c1ccc([N+](=O)[O-])o1	-4	0	0.0	13	2	-1	3	0.8	-3
68	Cc1ccc(OCC(=O)n2cnnc2N)c(C)c1	16	2	0.0	-6	-3	-4	-3	1.1	-2
69	Cc1cc(=O)[nH]c(SCC(=O)NN(c2ccccc2)c2ccccc2)n1	-1	1	0.0	2	-2	0	-1	1.0	-1
70	COc1cccc(/C=N/N2CCOCC2)c1O	0	1	-0.1	-6	10	-3	-13	3.4	8
71	Cc1cccc(NC(=O)CCN2C(=O)C3C4C=CC(C4)C3C2=O)n1 (stereo not given)	6	3	0.2	-2	i	-2	-6	-0.9	1
72	COc1cc2c(cc1OC)CN(C(=O)Nc1ccccc1Cl)CC2	-3	-2	-0.2	-3	14	-1	0	0.4	-2

This is a random part of the collection. About 2.9% of those tested had a hit in this group.
